PTHR1 agonist – activates the human parathyroid hormone receptor PTHR1. hit rate 0.075% among 410,000. Potency, µM (top dose mostly 115 µM), for inactives: at the highest dose activation, actives largely listed as activators. Q03431. HEK293 GP2 PTHR1 cells, GloSensor cAMP luminescence, 1 h. AID 743266; also: potency is read from the fitted curve at half-maximal effect; nearly all actives have a fitted effect of over 55% in size; some results filed as inactive show a strong effect at the top dose; inactives centre near -15; many of its hits are not listed in these tables
Target sequence (Q03431 whole entry, looked up): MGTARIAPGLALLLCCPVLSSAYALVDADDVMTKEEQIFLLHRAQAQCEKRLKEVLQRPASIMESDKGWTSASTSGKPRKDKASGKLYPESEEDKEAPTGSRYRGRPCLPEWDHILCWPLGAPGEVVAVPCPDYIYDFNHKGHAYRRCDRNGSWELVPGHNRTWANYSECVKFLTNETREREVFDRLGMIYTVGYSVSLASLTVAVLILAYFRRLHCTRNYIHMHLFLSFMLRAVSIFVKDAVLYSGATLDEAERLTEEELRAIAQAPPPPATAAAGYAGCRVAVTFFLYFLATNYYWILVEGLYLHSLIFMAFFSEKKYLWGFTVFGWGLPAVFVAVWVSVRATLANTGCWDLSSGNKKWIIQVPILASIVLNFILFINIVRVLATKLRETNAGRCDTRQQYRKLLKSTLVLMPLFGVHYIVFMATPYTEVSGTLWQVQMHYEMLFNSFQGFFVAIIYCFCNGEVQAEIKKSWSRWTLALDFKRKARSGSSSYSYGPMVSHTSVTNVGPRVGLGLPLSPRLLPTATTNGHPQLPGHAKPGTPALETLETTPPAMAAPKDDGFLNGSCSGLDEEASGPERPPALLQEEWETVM
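HEK-293-derived GP2 cells expressing PTHR1 and a GloSensor cAMP reporter, 3,000/well, plated overnight, given luciferin plus IBMX (each 0.5 mM as added) for 1 h at 37 °C, then compound for 1 h at 37 °C. Luminescence was read after 15 min at room temperature.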
GLP1R ag – agonists of human GLP-1 receptor; HEK293 GLP-1R CRE-luciferase, luminescence, 4-6 h; cells express a hypersensitive GLP-1R form; Potency, µM (titrated, usually from 45.6 µM), for inactives: at the highest dose activation, usual class: activators; hit rate 0.007% among 380,000; AID 624172; also: potency is read from the fitted curve at half-maximal effect; % of control where 0% means no effect
Target sequence (P43220 whole entry, looked up): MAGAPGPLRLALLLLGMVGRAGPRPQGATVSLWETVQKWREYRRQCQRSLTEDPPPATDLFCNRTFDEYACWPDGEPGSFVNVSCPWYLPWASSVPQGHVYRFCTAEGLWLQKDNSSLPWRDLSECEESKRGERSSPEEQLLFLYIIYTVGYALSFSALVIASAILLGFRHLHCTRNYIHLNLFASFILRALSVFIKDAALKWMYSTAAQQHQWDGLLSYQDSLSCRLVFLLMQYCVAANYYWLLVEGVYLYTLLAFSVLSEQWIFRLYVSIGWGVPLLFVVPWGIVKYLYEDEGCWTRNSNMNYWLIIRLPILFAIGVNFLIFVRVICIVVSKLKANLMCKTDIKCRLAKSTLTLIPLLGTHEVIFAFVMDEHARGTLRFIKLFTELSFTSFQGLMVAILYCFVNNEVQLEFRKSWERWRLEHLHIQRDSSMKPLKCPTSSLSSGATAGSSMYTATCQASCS
pAkt inh – inhibitors of Akt phosphorylation; Neuro2A IGF-stimulated pAkt S473 HTRF, 20 min; hits give low values; activity change, % for hits at 50 µM; hit rate 0.32% among 360,000; AID 651550; in the data active = activity change below about -80%; inconclusive = mostly about -51% to -80%; also: % is scaled to controls: 0 for no effect and ±100 for the full control effect
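Neuro2A cells (4,500/well, DMEM with 0.5% FBS) were treated with compound at a single 50 µM final concentration, stimulated with 6 nM IGF for 20 min at 37 °C, and lysed. Phospho-Akt Ser473 was read by HTRF as 665/615 ratio ×10^4.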
FUS suppressor – rescues growth of FUS-expressing yeast | S. cerevisiae FUS-expressing, growth rescue, OD600, 24 h | Potency, µM (top dose mostly 76.6 µM), without a hit: at the highest dose growth rescue (activation), most hits filed as activators | hit rate 0.24% among 390,000 | AID 1347120;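 also: potency is read from the fitted curve at half-maximal effect; plate controls were DMSO vehicle for no effect and reference control for full effect; nearly all actives have a fitted effect of over 55% in size; some results filed as inactive show a strong effect at the top dose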
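Steps: raffinose overnight preculture; dilution to OD 0.005 in 2% galactose minimal medium; compound addition (concentration series); 24hr at 30C, 99% humidity; absorbance read at 600 nm.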
aSyn rescue – inhibitors of alpha-synuclein toxicity in yeast. hit rate 0.14% among 370,000. AID 652106. Potency, µM (doses to about 46.1 µM), for inactives: top-dose growth rescue (activation), actives largely listed as activators. Yeast expressing alpha-synuclein, growth rescue, BacTiter-Glo, 24 h; also: potency is read from the fitted curve at half-maximal effect; % of control where 0% means no effect; nearly all actives have a fitted effect of over 65% in size
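Rescue of yeast growth: cells expressing toxic alpha-synuclein, induced in galactose at OD600 0.02, incubated with compound 24 h at 30 C. ATP luminescence quantified growth; inhibitors of toxicity appear as activators.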
Abeta yeast res – compounds reversing amyloid beta toxicity in yeast. AID 1347071. Potency, µM (series often up to 46.1 µM), inactives show at the highest dose growth rescue, hits mostly activators. hit rate 0.063% among 410,000. yeast expressing A-beta42, growth rescue, OD600, 48 h; response scale: 0% DMSO, 100% iron-clioquinol control; also: potency is read from the fitted curve at half-maximal effect; nearly all actives have a fitted effect of over 55% in size
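Growth rescue measured by 600 nm absorbance after 48 h yeast culture at 30 C with compound. Values normalized between DMSO and an equimolar ferric chloride plus clioquinol control.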
GLP-1R inv ag – GLP-1 receptor (human) inverse agonism | hit rate 1.6% among 410,000 | HEK293 GLP-1R CRE-luciferase, luminescence, 24 h; GLP-1R form is constitutively active | Potency, µM (titrated, usually from 38.3 µM), for inactives: at the highest dose activity change, negative = inhibition, hits mostly inhibitors | P43220; also: potency is read from the fitted curve at half-maximal effect; % is scaled to controls: 0 for no effect and ±100 for the full control effect; nearly all actives have a fitted effect of over 55% in size
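Constitutively active GLP-1R drives a cAMP-responsive luciferase in stably transfected HEK293 cells; test compounds are added after overnight (12 h) attachment and left 24 hr, and signal loss in luminescence marks inhibition.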
DRD3 antagonist – blocks the human D3 dopamine receptor; P35462; D3R cells, DiscoveRx beta-arrestin luminescence, antagonist mode; hits give low values; max response, negative = inhibition, %; hit rate 2.5% among 360,000; in the data active = max response below about -50%; inconclusive = no clear call, values can overlap the other calls; also: % is scaled to controls: 0 for no effect and ±100 for the full control effect; mostly tested at two doses, the higher about 12 µM
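Cells expressing the human receptor were seeded at 1500 cells/well, incubated overnight at 37 degrees C in 5% CO2, then exposed to library compounds with dopamine controls for 90 minutes at 37 degrees C before luminescent detection.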
TDP-43 yeast inh – inhibitors of TDP-43 toxicity in yeast. TDP-43 expressing yeast growth rescue, BacTiter-Glo, 24 h. Potency, µM (series often up to 46.1 µM), inactives show at the highest dose growth rescue (activation), usual class: activators. hit rate 1.8% among 410,000; also: potency is read from the fitted curve at half-maximal effect; % of control where 0% means no effect; nearly all actives have a fitted effect of over 50% in size
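In this qHTS, compounds that restore growth of yeast expressing TDP-43 appear as activators. Cells (OD600=0.02, galactose medium, raffinose-pregrown) are incubated with compound 24 hr at 30 deg C and growth is quantified by BacTiter-Glo.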
Numbers without * were called inactive; i = inactive; ? = inconclusive; . = no result given; [ ] = another dose, or the depositor's remark. Unless noted, calls follow the shape of the dose curve; as a rule, active = well fitted curve in the direction sought with a large enough effect; inconclusive = small, poorly fitted or top-dose-only effect, or another doubt; inactive = no such curve, though single readings can be large; an effect the other way counts as inactive or inconclusive.

Below each SMILES – TDP-43 yeast inh	GLP1R ag	GLP-1R inv ag	Abeta yeast res	FUS suppressor	DRD3 antagonist	aSyn rescue	pAkt inh	PTHR1 agonist
Cc1cc(Nc2ccc(Br)cc2)nc(-c2ccccc2O)n1
    ?	3%	?	-10%	1%	4	-1%	i	-43%[inhibitor]
CCC(NC(=O)NNC(=O)c1ccncc1)(C(F)(F)F)C(F)(F)F
    -26%	4%	2%	-9%	3%	16	1%	i	-20%
CCC(C(=O)NC(CC(=O)O)c1ccc(Cl)cc1)c1ccccc1 (configuration not stated)
    10%	0%	3%	-2%	-15%	-4	1%	i	-1%
CCOC(=O)N1CCC(N2Cc3cccc(C(=O)Nc4ccc(N(CC)CC)cc4C)c3C2=O)CC1
    -3%	-1%	?	11%	17%	3	1%	i	-8%
CCC(=O)N1CCc2cc(S(=O)(=O)NC(C(=O)N3CCc4ccccc4C3)C(C)C)ccc21 (configuration not stated)
    3%	-2%	5%	11%	7%	-24	.	.	-14%
COc1ccc(-c2c(C3=CCCCC3)oc3ccc(-c4ccc5c(c4)OCO5)cc23)cn1
    -4%	-5%	-12%	-16%	-7%	9	3%	i	i
CCN1C(=O)S/C(=C/c2ccc(Oc3ccc([N+](=O)[O-])cn3)c(OC)c2)C1=O
    10%	3%	9%	-6%	-28%	-10	0%	i	-1%
O=C(CN1C(=O)NC2(CCCCC2)C1=O)N1CCN(C(=O)c2cccs2)CC1
    -6%	0%	-2%	8%	.	-14	0%	i	i
O=C(NCc1ccccn1)C1CCN(S(=O)(=O)N2CCC3(CC2)OCCO3)CC1
    0%	-5%	15%	-2%	5%	?	-2%	i	-19%
NC(=O)c1cc2c(s1)-c1cc(Cl)ccc1SC2
    ?	5%	-5%	4%	-14%	-2	0%	i	i
O=C1NCCCC1(c1ccccc1)c1ccccc1
    19%	6%	-8%	2%	5%	15	-10%	i	i
Cc1ccc(C)c(NC2=NC3(CCCCC3)N=C(N)N2)c1
    -12%	2%	0%	10%	16%	-28	0%	i	-16%[57.5 µM]
Cc1c(Cl)cccc1Nc1nc(N)nc(CN2CCCCCC2)n1
    6%	-5%	1%	5%	34%	?	-3%	i	i
Clc1ccc(-c2nnn3c2nc(NCc2ccc4c(c2)OCO4)c2ccccc23)cc1
    24%	-1%	9%	-5%	-16%	.	.	.	i
CC1=C(C(=O)Nc2cccc(Cl)c2C)C2(CCCCCC2)OC1=O
    ?	-3%	-21%	17%	0%	.	.	.	-1%
O=C(NCC1CCCO1)C(=O)NCC1CCCN1S(=O)(=O)c1ccccc1 (configuration not stated)
    -6%	-1%	-16%	6%	14%	-8	1%	i	i
C[C@@H]1CCCCCCCCC(=O)OCCN(C(=O)OC(C)(C)C)[C@H](C)CCCCCCCCC(=O)OCCN(C(=O)OC(C)(C)C)[C@H](C)CCCCCCCCC(=O)OCCN(C(=O)OC(C)(C)C)[C@H](C)CCCCCCCCC(=O)OCCN1C(=O)OC(C)(C)C
    -9%	-1%	4%	-9%	-17%	0	-5%	i	i
CC(C)(C)n1nnnc1C(c1ccc(Cl)cc1)N(Cc1cccnc1)Cc1ccco1 (configuration not stated)
    -19%	-5%	?	-13%	34%	-30	-1%	i	i
Cc1ccccc1-c1ccc2c(c1)O[C@H](CN(C)C(=O)C1CC1)[C@@H](C)CN([C@@H](C)CO)S2(=O)=O
    4%	-2%	?	-4%	28%	8	3%	i	-47%[inhibitor]
O=C(NCC(c1ccco1)S(=O)(=O)c1cccs1)c1ccc(F)c(F)c1 (configuration not stated)
    1%	.	-6%	-15%	-9%	.	.	.	-3%
CCN1CCN(c2ncnc3c2c(-c2ccccc2)cn3-c2ccc(F)cc2)CC1
    0%	4%	-6%	-20%	11%	-55*	1%	i	i
CCc1nnc(NS(=O)(=O)c2ccc(NC(=O)Nc3ccc(OC)cc3)cc2)s1
    -32%[inhibitor]	1%	-5%	-12%	20%	-7	-9%	i	23%
OCCC1CN(CC2CCCCC2)CCN1CC1CCCCC1 (configuration not stated)
    4%	-13%	-19%	10%	0%	0	-9%	i	-15%
COc1cc(/C=C/C(=O)OCC(=O)NC(=O)NC(C)(C)C)cc(OC)c1OC
    -16%	8%	8%	-11%	-1%	8	0%	i	-10%
COc1ccc(C2CC(=O)c3cc(-c4nc(-c5cccc([N+](=O)[O-])c5)cs4)c(=O)n(-c4cccc(C)c4)c3C2)cc1 (configuration not stated)
    8%	.	-10%	-2%	-13%	.	.	.	1%
Cc1cc(C(=O)OCC(=O)NC(C)(C)C)c2ccccc2n1
    -18%	3%	-3%	4%	13%	5	1%	i	i
CCOC(=O)c1ccc2c(c1)n(CC)c(/C=C/N(C)c1ccccc1)[n+]2CC
    13%	-17%	3%	-17%	-1%	8	-6%	i	-34%[inhibitor]
O=C(Nc1ccccc1)Nc1ccc(Cl)nc1Cl
    16%	6%	?	?	8%	-4	-15%	i	i
COC(=O)[C@@]12CCCCN1[C@H](c1ccc(-c3cc(C(C)=O)cs3)cc1)[C@H]1C(=O)N(C)C(=O)[C@H]12
    17%	0%	3%	-8%	5%	83	-3%	i	-24%
CCCC(=O)N1CCCC1(C)C(=O)Nc1ccc(-n2cccc2)cc1 (configuration not stated)
    11%	6%	18%	-12%	-20%	13	-7%	i	i
COc1ccc(N2CCN(C(=O)c3ccc(NS(=O)(=O)c4cccs4)cc3)CC2)cc1
    21%	-3%	10%	2%	43%	19	0%	i	-45%[inhibitor]
Cc1c(S(=O)(=O)NCCc2ccccc2)c(=O)n(C)c(=O)n1C
    1%	9%	15%	-2%	-7%	3	1%	i	i
CCC(C)NCCCCOc1ccc(Cl)cc1C (configuration not stated)
    -22%	-9%	?	24%	.	-60*	4%	i	-14%
Cc1cccc(OCC(=O)NCCCNC(=O)c2ccncc2)c1
    2%	-2%	11%	6%	-5%	2	0%	i	i
Cc1[nH]n(-c2ccccc2)c(=S)c1C=Nc1cccc([N+](=O)[O-])c1
    12%	-7%	-22%	6%	15%	-100*	7%	i	i
Cc1cc(N2C(=O)C3C4c5ccccc5C(c5ccccc54)C3C2=O)no1 (configuration not stated)
    30%	-6%	?	-3%	.	22	-2%	i	-22%
CCOc1cccc(OCCCNCCCOC)c1
    1%	-10%	6%	-1%	-30%	-59*	1%	i	-2%[57.5 µM]
COc1ccc(CCNC(=O)c2cc(C3CC3)nc3c2cnn3C(C)C)cc1
    ?	19%	?	1%	18%	0	2%[1.84 µM]	i	-27%
O=C(COC(=O)c1cc(S(=O)(=O)N2CCCCC2)ccc1Cl)NC1CCCCC1
    5%	11%	-23%	-1%	15%	-20	-3%	i	-5%
O=C(c1ccc(Cl)nc1)N1CCc2ccccc2C1
    15%	1%	-9%	4%	-6%	29	2%	i	-4%[57.5 µM]

The list goes on (2 carried over from the part before).
Below each SMILES – TDP-43 yeast inh	GLP1R ag	GLP-1R inv ag	Abeta yeast res	FUS suppressor	DRD3 antagonist	aSyn rescue	pAkt inh	PTHR1 agonist
O=C(COC(=O)c1cc(S(=O)(=O)N2CCCCC2)ccc1Cl)NC1CCCCC1
    5%	11%	-23%	-1%	15%	-20	-3%	i	-5%
O=C(c1ccc(Cl)nc1)N1CCc2ccccc2C1
    15%	1%	-9%	4%	-6%	29	2%	i	-4%[57.5 µM]
COc1ccc(-c2nc3n(c2C)CCC3)cc1
    -10%	8%	13%	-12%	-9%	6	0%	i	-12%
Cc1cccc(-c2nc3c4ccccc4nc(N4CCN(c5cc(C)ccc5C)CC4)n3n2)c1
    9%	.	6%	-12%	27%	.	.	.	19%
COc1ccc(NC(=O)CNS(=O)(=O)c2cccs2)cc1
    8%	-8%	5%	7%	15%	10	0%	i	i
COC(=O)C1=C(C)NC(C)=C(C(=O)OC)C1C(=O)OCC(=O)Nc1ccc(C(C)=O)cc1
    14%	8%	11%	-15%	9%	-3	-4%	i	i
FC(F)(F)c1nc(-c2ccncc2)ncc1-c1nnnn1-c1ccccc1
    17%	0%	6%	-12%	26%	-23	1%	i	i
O=C(CCCCCn1c(=O)[nH]c2ccccc2c1=O)N1CCN(c2ccc(Cl)cc2)CC1
    7%	.	-3%	10%	-6%	.	.	.	13%
CCN(c1ccccc1C)S(=O)(=O)c1ccc(N2CCCCS2(=O)=O)cc1
    4%	.	13%	-9%	16%	.	.	.	-6%
CCn1cc(C(=O)N2CCc3ccccc32)c(=O)c2cc(S(=O)(=O)N(C)C3CCCCC3)ccc21
    12%	2%	?	2%	.	26	-1%	i	i
COc1cccc(-c2nc(-c3ccccc3)c(-c3ccccc3)[nH]2)c1OCC(=O)O
    6%	-1%	-22%	-16%	-1%	7	5%	i	-28%
CN(C)S(=O)(=O)CC12CCC(CC1=O)C2(C)C (configuration not stated)
    16%	0%	16%	10%	-10%	15	9%	i	i
Cc1ccccc1CN(c1ccc(C(=O)N2CCc3ccccc3C2)cc1)S(C)(=O)=O
    ?	7%	?	19%	?	-17	-1%	i	-32%[inhibitor][57.5 µM]

Compound activity deposited in PubChem by National Center for Advancing Translational Sciences (NCATS).

These rows are one share of the data; the hit share may differ from the screen's.
